# PGC1a acetyl inh – lowers PGC1a acetylation signal in U2OS cells | AlphaScreen anti-acetyl-lysine; with virally co-expressed GCN5 acetyltransferase | inhibition, % at 15.6 µM | hit rate 0.17% among 350,000;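 active = every replicate shows inhibition of at least 40%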;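 also: 0% = neutral control wells and 100% = positive control wells; some results beyond the cut were filed as inactive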
# RAD52 anneal inh – inhibitors of human RAD52 DNA annealing; P43351; recombinant RAD52 DNA annealing, FRET fluorescence; inhibition, % at 18.7 µM; hit rate 0.46% among 360,000;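 active = every replicate showing at least 50% inhibition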
# Target sequence (P43351 whole entry, looked up): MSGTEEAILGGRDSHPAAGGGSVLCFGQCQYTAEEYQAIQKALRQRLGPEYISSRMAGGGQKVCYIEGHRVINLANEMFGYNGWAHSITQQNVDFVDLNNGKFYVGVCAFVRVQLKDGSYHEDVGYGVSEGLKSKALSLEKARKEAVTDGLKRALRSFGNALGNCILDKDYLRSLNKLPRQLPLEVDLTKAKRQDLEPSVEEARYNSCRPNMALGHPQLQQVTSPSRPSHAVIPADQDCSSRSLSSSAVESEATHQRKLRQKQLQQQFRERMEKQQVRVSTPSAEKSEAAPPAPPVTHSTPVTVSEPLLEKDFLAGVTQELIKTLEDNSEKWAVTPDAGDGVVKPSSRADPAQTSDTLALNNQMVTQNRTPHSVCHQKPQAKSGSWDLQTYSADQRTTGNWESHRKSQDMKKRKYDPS
# ERAP1 inh – inhibitors of human ERAP1 aminopeptidase | inhibition, % at 10.7 µM | recombinant ERAP1, Leu-AMC fluorescence, 60 min | hit rate 0.15% among 340,000 | Q9NZ08;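 active = mean replicate inhibition of at least 30%, or all replicates individually reaching that 30% level; inactive = mean below 30% and not every replicate reaching it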;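 also: 0% = neutral control wells and 100% = L-leucinethiol positive control wells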
# Numbers without * were called inactive; nt = no result given.
SMILES,PGC1a acetyl inh,RAD52 anneal inh,ERAP1 inh
COC(=O)c1[nH]nc(-c2ccccc2)c1-c1ccccc1,-2,-11,nt
NC(=O)c1sc2nc3c(cc2c1N)CCCCCC3,1,-4,nt
O=C(NCc1ccccc1F)C12CC3CC(CC(C3)C1)C2,-3,-7,nt
COc1ccc(S(=O)(=O)N2CCN(c3ncccn3)CC2)cc1,-3,-19,nt
O=C(/C=C/c1cn(CC(O)CN2CCCCC2)c2ccccc12)c1ccccc1 (stereo not drawn),-30,32,nt
COc1ccc2c(c1OC)C(=O)N(c1ccc(C)cc1)C2,9,-8,nt
Cc1cc(C)n2nc(C(=O)N/N=C/c3ccco3)nc2n1,-7,-30,nt
Cc1ccc(NCC(O)Cn2cnc3c2c(=O)n(C)c(=O)n3C)cc1 (stereo not drawn),10,-4,nt
C=CCn1cnc2c(sc3nc(C)cc(C)c32)c1=O,2,-8,nt
CC1CN(C2=NC(=O)/C(=C3/C(=O)N(Cc4ccc(F)cc4)c4ccccc43)S2)CC(C)O1 (stereo not drawn),-4,-20,nt
N#C/C(=C\c1c(N2CCC(C(N)=O)CC2)nc2ccccn2c1=O)S(=O)(=O)c1ccc(Cl)cc1,0,-25,nt
Cc1ccc(N2C(=O)CCC2(C#N)c2ccccc2)cc1 (stereo not drawn),-31,1,nt
Cc1nc(-c2nc(-c3c(C(=O)NNC(=O)c4ccc(Cl)cc4)noc3C)cs2)cs1,6,-14,nt
CC(CNC(=O)c1ccccc1[N+](=O)[O-])NC(=O)c1ccccc1[N+](=O)[O-] (stereo not drawn),1,-17,nt
O=C(Nc1ccc2c(c1)Cc1ccccc1-2)c1ccccc1F,9,-11,nt
CC12CCC(C(=O)NCCCN3CCOCC3)(C(Br)C1=O)C2(C)C (stereo not drawn),-14,-5,nt
O=C(COC(=O)c1c2c(nc3ccccc13)/C(=C\c1cccs1)CCC2)Nc1ccccc1Cl,nt,-37,4
CCOc1cccnc1Sc1ccccc1,nt,-4,-8
Cc1ccc(-n2c(SCc3nc4ccccc4[nH]3)nnc2-c2ccncc2)cc1,nt,-14,-3
COc1ccc(CCNC(=S)NC2CCN(Cc3ccccc3)CC2)cc1OC,nt,-22,-1
Cc1c(NC(=O)CN2CCN(c3ccc(F)cc3)CC2)c(=O)n(-c2ccccc2)n1C,nt,1,-6
Cc1ccc(S(=O)(=O)NC(=O)Nc2ncc3c(n2)CC(c2ccco2)CC3=O)cc1 (stereo not drawn),nt,-13,-2
CC(=O)N1CCc2cc(S(=O)(=O)NC(Cc3ccccc3)C(=O)NCCN3CCCCC3C)ccc21 (stereo not drawn),nt,-10,1
CC(C)(C)C1CCC(=NNC(=O)CC(=O)NCc2ccccc2)CC1 (stereo not drawn),nt,-10,0
Cc1[nH]c(=S)c(C#N)c2c1CCCC2,nt,-19,12
Cc1cc(SCn2nnc3ccccc3c2=O)nc2ccccc12,nt,3,9
CC1(C)CN(c2ccc(CC#N)cc2)C1=O,nt,-10,0
CC(C)(O)C#Cc1ccc(CN2CCN(Cc3ccsc3)C(CCO)C2)cc1 (stereo not drawn),nt,-26,-3
CS(=O)(=O)c1ccc(N2CCOCC2)c(S(C)(=O)=O)c1,nt,0,3
Cc1nn(-c2ccccc2)c2nc(C(F)(F)F)[nH]c(=O)c12,nt,-3,1
O=C(Nc1ccccc1C(=O)N/N=C/c1ccc(O)cc1)c1ccccc1,nt,-1,7
O=C(NNC1CC(=O)N(c2ccc(Cl)cc2)C1=O)c1ccccn1 (stereo not drawn),nt,-17,-4
O=S1(=O)N[C@H](c2ccccc2)COc2cc(Br)ccc21,nt,-11,0
O=S(=O)(c1cccc(NC(=S)N2CCN(c3ccc(F)cc3)CC2)c1)C(F)F,nt,-4,6
O=C(Nc1ccccc1)N1CCc2scc[n+]2-c2ccccc21,nt,-9,7
C=CCOC(=O)C1=C(C)N=C2SCCC(=O)N2C1/C=C/c1ccccc1OC (stereo not drawn),nt,-7,-3
CCOc1c(Br)cc(CNC2CCCCCCC2)cc1OC,nt,17,-1
CC(C)c1nc2c([nH]1)c(=O)n(C)c(=O)n2C,nt,4,4
C1=CCC(CN2CCNCC2)CC1 (stereo not drawn),nt,-9,8
O=C(NN1CCCCC1)c1cnn2c(C(F)F)cc(-c3ccccc3)nc12,nt,-8,11
CCCCCc1nc2sc3c(c2c(=O)n1NC(=O)c1ccc([N+](=O)[O-])cc1)CC(C)(C)OC3,nt,-16,0
CCOc1ccc(NC(=O)C(C)NS(=O)(=O)c2ccc(NC(C)=O)cc2)cc1 (stereo not drawn),nt,-11,5
CCOC(=O)c1ccccc1NS(=O)(=O)c1ccc(S(=O)(=O)N2CCCC2)cc1,nt,-11,2
CC(=O)N1CCN(CC(=O)Nc2ccc(Cl)c(S(=O)(=O)N(C)C)c2)CC1,nt,-11,-1
Cc1ccc2sc(N3CCN(C(=O)C4=COCCO4)CC3)nc2c1C,nt,-7,-2
CCCCNC(=O)COC(=O)CCC(=O)c1cccs1,nt,-16,14
COc1ccccc1NC(=O)c1ccc([N+](=O)[O-])cc1[N+](=O)[O-],nt,-19,-1
NS(=O)(=O)c1ccc(CCNC(=O)CN2CCCCCC2)cc1,nt,-12,-2
O=c1c([N+](=O)[O-])c(NCCN2CCCCCC2)c2ccccc2n1-c1ccccc1,nt,-10,2
Cc1cc(C(=O)CCl)c(C)n1CCc1ccccc1,nt,-12,6

# The results go on.
SMILES,PGC1a acetyl inh,RAD52 anneal inh,ERAP1 inh
COc1ccc([N+](=O)[O-])cc1NC(=O)COC(=O)/C=C/c1ccco1,nt,-4,4
O=C(COC(=O)c1ccc(O)cc1O)Nc1ncc(Cl)cc1Cl,nt,-58,4
C/C(CC(=O)Nc1ccc(Cl)c(Cl)c1)=N\NC(=O)Cc1ccccc1,nt,-11,0
O=C(Nc1nc(-c2cccs2)c(-c2cccs2)s1)C1CCCC1,nt,-5,-3
CC(C1CC1)N(Cc1ccccc1)C(=O)NC(=O)c1ccccc1 (stereo not drawn),nt,-5,2
COC(=O)c1sccc1NC(=S)Nc1cccc(F)c1,nt,-9,-1
CCCCCCCCN1C(=O)[C@H](CC(=O)NCc2cccc3ccccc23)C[C@@]2(C(=O)OC)CCCCC=C12,nt,-13,-2
CCOC(=O)[C@]12CCC=C1N(Cc1ccc(Cl)cc1Cl)C(=O)[C@H](CC(=O)NCCCN1CCCC1=O)C2,nt,-10,0
CCN1CCC(NC(=O)Nc2ccc(F)cc2F)CC1,nt,2,11
CCOc1ccc(NC(=O)Nc2ccc(NC(C)=O)cc2)cc1,nt,-10,-1

# Entries from the list above containing bromine (three):
SMILES,PGC1a acetyl inh,RAD52 anneal inh,ERAP1 inh
CC12CCC(C(=O)NCCCN3CCOCC3)(C(Br)C1=O)C2(C)C (stereo not drawn),-14,-5,nt
O=S1(=O)N[C@H](c2ccccc2)COc2cc(Br)ccc21,nt,-11,0
CCOc1c(Br)cc(CNC2CCCCCCC2)cc1OC,nt,17,-1

# Remaining list, next part:
SMILES,PGC1a acetyl inh,RAD52 anneal inh,ERAP1 inh
O=C(N/N=C/c1ccncc1)c1ccc(NC(=O)c2ccc(Cl)cc2)cc1,nt,-10,11
C=C(C)CNC(=O)c1ccc(OC2CCN(S(=O)(=O)N(C)C)CC2)cc1,nt,-6,4
COc1ccc(NC(=O)c2cc(Br)ccc2Cl)c(OC)c1,nt,2,0
CCC1=NN(C(=O)C(=O)Nc2ccc(Br)cc2)C(O)(C(F)(F)F)C1 (stereo not drawn),nt,-10,0
Cc1ccc(-c2nc(CN(C)Cc3cccc4cnccc34)c(C)o2)s1,nt,-29,-3
O=C1NC[C@@H](CCCCN2C[C@H](Cc3ccc(O)cc3)N(Cc3ccccc3)C(=O)C2=O)N(CCC2CCCCC2)C1=O,nt,-13,-4
c1cc2nc(C34CC5CC(CC(C5)C3)C4)[nH]c2cn1,nt,-15,4
CC(C)(C)CC(=O)Nc1nnc(SCC(=O)NCc2cccs2)s1,nt,-8,0
NS(=O)(=O)c1ccc(NC(=S)Nc2ccc(C(=O)N3CCCCC3)cc2)cc1,nt,-76,1
CC(=O)Nc1cccc(NC(=O)CSc2nnnn2C)c1,nt,-3,-1
Cc1ccc2cn[nH]c2c1NC(N)=S,nt,-2,-1
CN1CCN(c2ccc(NS(=O)(=O)c3ccc(Cl)cc3)cn2)CC1,nt,-18,7
CN(C(=O)CCc1nnc(CCCCc2ccccc2)o1)C1CCOCC1,nt,2,-2
O=C(CNC1CCCCC1)NN=C(c1ccccc1)c1ccccc1,nt,-10,0
Cc1ccc(S(=O)(=O)NC(Cc2ccccc2)C(=O)O)cc1 (stereo not drawn),nt,-7,-3
Cc1ccc(S(=O)(=O)N(C)C)cc1NC(=O)c1c(-c2c(F)cccc2Cl)noc1C,nt,-2,0
O=C(Nc1cccc(C(F)(F)F)c1)c1ccccc1NC(=O)C1CCCCC1,nt,1,9
O=C(NC[C@H]1CC[C@H]2[C@H](CN2C(=O)Cc2ccncc2)O1)C1CCOCC1,nt,4,3
Cc1cc(C)n(-c2ncc(C#N)cn2)n1,nt,-16,2
Cc1ccccc1N(CC(=O)Nc1ccc(S(=O)(=O)N2CCOCC2)cc1)S(C)(=O)=O,nt,5,2
Cc1cc(NC(=O)CCl)n(-c2nc3ccccc3s2)n1,nt,-15,0
O=c1cc(CN2CCN(c3ccccn3)CC2)nc2sccn12,nt,-9,0
Cc1nnsc1-c1c(C(=O)N2CCOCC2)c(C)nn1-c1ccc(Cl)cc1,nt,8,0
CCc1ccc(NC(=S)NC2CC3CCCC(C2)N3Cc2ccccc2)cc1 (stereo not drawn),nt,10,1
COC(=O)c1cccc(NC(=O)c2cc(OC)c(OC)c(OC)c2Br)c1,nt,-8,-1
COc1ccc(/C=N/NC(=O)c2ccc(Cl)cc2Cl)cc1COC(C)=O,nt,-5,4
COC1CCCCC1Nc1cc(C)ccc1C (stereo not drawn),nt,-8,3
Cc1cc(C)nc(OC(=O)c2c(Cl)cc(Cl)cc2Cl)n1,nt,-10,-2
COc1cc(CN2CCNC(=O)C2CC(=O)NCCc2ncccc2C)cc(OC)c1 (stereo not drawn),nt,-18,-4
O=C(Cc1ccc(Br)c2ccccc12)N/N=C/c1ccccn1,nt,-32,-1
CC(C)c1ccccc1NC(=S)NCc1nc2ccccc2[nH]1,nt,-12,-7
CCN(CC(=O)NC1CCS(=O)(=O)C1)S(=O)(=O)c1cc(Br)ccc1Br (stereo not drawn),nt,-6,1
Cc1ccc(C(=O)N[C@H](C(=O)Nc2ccc(N3CCOCC3)cc2)C(C)C)cc1,nt,3,-3
CC(C)C[C@@H](CN1CCC[C@H]1CN1C(=O)C(=O)NC[C@@H]1Cc1ccc(O)cc1)N1C[C@H](Cc2ccc(O)cc2)N(CCc2ccccc2)C(=O)C1=O,nt,-6,-2
CC1=NNC(=O)C1CC(=O)N/N=C/C(C)=C/c1ccccc1 (stereo not drawn),nt,-7,14
Cc1cccc(C)c1OCCN1C(=O)NC(C)(c2ccccc2)C1=O (stereo not drawn),nt,10,-2
O=C(CC1Sc2ccccc2NC1=O)OCc1cc(=O)oc2cc(O)ccc12 (stereo not drawn),nt,-38,-9
CCCN1C(=O)c2cc(C(=O)Nc3ccc(OC)cc3OC)ccc2C1Nc1ccc(OC)cc1OC (stereo not drawn),nt,-18,0
Cn1cc(CN2CCC(C(O)CCc3ccccc3)CC2)c(-c2ccccc2F)n1 (stereo not drawn),nt,-12,-1
Cc1occc1C(=O)N/N=C/c1ccc(Cl)c([N+](=O)[O-])c1,nt,-3,-1

# Entries of single compounds as entered above.
# Entry for CCCN1C(=O)c2cc(C(=O)Nc3ccc(OC)cc3OC)ccc2C1Nc1ccc(OC)cc1OC (stereo not drawn) : PGC1a acetyl inh = nt; RAD52 anneal inh = -18; ERAP1 inh = 0
# Entry for CC(C)C[C@@H](CN1CCC[C@H]1CN1C(=O)C(=O)NC[C@@H]1Cc1ccc(O)cc1)N1C[C@H](Cc2ccc(O)cc2)N(CCc2ccccc2)C(=O)C1=O : PGC1a acetyl inh = nt; RAD52 anneal inh = -6; ERAP1 inh = -2

# (listing goes on)
SMILES,PGC1a acetyl inh,RAD52 anneal inh,ERAP1 inh
Cc1ccccc1NN=Nc1nc2c([nH]1)c(=O)n(C)c(=O)n2C,nt,-18,5
CC(C)Cn1c(N)c(C(=O)CSc2ncnc3sc4c(c23)CCCC4)c(=O)n(C)c1=O,nt,-14,11
CCn1c(SCc2nc3ccccc3c(=O)[nH]2)nc2ccccc21,nt,-19,-2
COc1ccc(C2CC(c3ccc(Cl)cc3)=NN2C(=O)c2cccc([N+](=O)[O-])c2)cc1 (stereo not drawn),nt,-1,2
COc1ccccc1C(=O)NCc1n[nH]c(=S)n1Cc1ccccc1,nt,3,-2
Fc1ccc(C(Nc2ccccn2)c2c[nH]c3ccccc23)cc1 (stereo not drawn),nt,-9,0
COC(=O)c1cc(=O)c2c([N+](=O)[O-])ccc(OC)c2o1,nt,-14,4
CCOC(=O)c1c(NC(=O)c2ccccc2Cl)sc2c1CCc1ccccc1-2,nt,-2,12
CCCCNC(=S)NC(=O)c1ccccc1Br,nt,-4,5
O=C(Nc1ccc(-c2nnn(CC(=O)N3CCN(C(=O)c4ccco4)CC3)n2)cc1)c1ccccc1F,nt,-16,-2
Cc1c(Nc2nc3ccccc3nc2NS(=O)(=O)c2cccc(Cl)c2)c(=O)n(-c2ccccc2)n1C,nt,-18,1
CCCSc1nc2c(c(=O)[nH]c(=O)n2C)n1CC(O)COc1ccccc1 (stereo not drawn),nt,4,0
CS(=O)(=O)c1cccc(C(=O)Nc2nnc(C3=COCCO3)o2)c1,nt,-16,-5
Fc1ccc(Nc2ccc3ccccc3n2)c(F)c1,nt,-8,3
Cc1ccc2c(c1)C1CN(C)CCC1N2C(=O)c1cccc(S(=O)(=O)N(C)C)c1 (stereo not drawn),nt,-19,-3
Cc1cc(/C=C2\Cc3ccccc3C2=O)c(C)n1-c1ccccc1,nt,-28,-1

# Assay outcomes (PubChem)

# This is a subset; count on the stated rates, not on these rows.
